XiGFP reactiv – X-chromosome reactivation activator; XiGFP mouse fibroblasts, % GFP-positive cells imaging, 3 d; cells co-treated with 5-aza-dC sensitizer; scaled so ellipticine positive control = 100%; activation, % at 7.58 µM; 360,000 compounds, 0.055% hits; AID 743238;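 active = mean normalized replicate activation at least 10% and every replicate at or above 10%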;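 also: 0% = median of on-plate neutral control wells and 100% = ellipticine 6 µM median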
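Material: XiGFP fibroblasts, SV40-immortalized. Buffer or medium: DMEM plus 5-aza-dC sensitizer. Compound: single concentration per compound, delivered by pin transfer. Times: 3 days compound exposure. Controls: ellipticine 6 µM.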
E-selectin induc – E-selectin induction on HUVECs; P16581; HUVEC E-selectin immunofluorescence imaging; normalized: neutral wells 0, TNF-alpha wells 100; activation, % at 7.58 µM; 260,000 compounds, 0.37% hits;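 active = mean E-selectin-positive cell signal at least 10% of the positive control, reached in at least 60% of replicates, without over 20% cell loss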;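 also: in these data hits start at about 27%; measured in HUVEC primary endothelial cells; signal is the percent of cells scored E-selectin positive by PE staining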
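Test system: HUVEC | Signal: Immunofluorescence imaging | Read-out: Percent E-selectin-positive cells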
S100A4 inh HTS – inhibitors of human S100A4 binding to myosin IIA peptide | P26447 | S100A4/TAMRA-MyoIIA peptide fluorescence polarization | 360,000 compounds, 0.14% hits | inhibition, % at 10.7 µM | AID 652163;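 active = mean inhibition of at least 70% across replicates, with every replicate also reaching that level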
Target sequence (P26447 whole entry, looked up): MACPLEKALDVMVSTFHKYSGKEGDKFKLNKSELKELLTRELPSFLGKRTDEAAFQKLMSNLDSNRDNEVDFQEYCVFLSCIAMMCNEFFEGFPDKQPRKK
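Compound dosing: one dose per compound; test system: human S100A4 monomer with TAMRA-labelled myosin IIA peptide; probe or stimulus: TAMRA-labelled myosin IIA heavy-chain peptide probe, 5 nM; medium: HEPES buffer with Ca2+, pH 7.2; schedule: 5 min incubation before reading; benchmarks: neutral control DMSO, positive control TFP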
RAD54 inh – RAD54 (human) branch migration inhibition; Q92698; RAD54 Holliday junction branch migration, FAM/BHQ fluorescence; inhibition, % at 10.4 µM; 360,000 compounds, 0.14% hits; AID 602329;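 active = mean normalized replicate activity at least 40 and at least half of replicates scoring 40 or more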;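 also: 0% = median of neutral control wells and 100% = median of positive control wells; inhibitors cause a drop in the FAM fluorescence signal; in these data hits start at about 50%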
ERAP1 inh – ERAP1 (human) enzyme inhibition; Q9NZ08; recombinant ERAP1, Leu-AMC fluorescence, 60 min; inhibition, % at 10.7 µM; 340,000 compounds, 0.15% hits; AID 652197;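 active = mean replicate inhibition of at least 30%, or all replicates individually reaching that 30% level; inactive = mean below 30% and not every replicate reaching it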;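 also: 0% = neutral control wells and 100% = L-leucinethiol positive control wells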
Target sequence (Q9NZ08 whole entry, looked up): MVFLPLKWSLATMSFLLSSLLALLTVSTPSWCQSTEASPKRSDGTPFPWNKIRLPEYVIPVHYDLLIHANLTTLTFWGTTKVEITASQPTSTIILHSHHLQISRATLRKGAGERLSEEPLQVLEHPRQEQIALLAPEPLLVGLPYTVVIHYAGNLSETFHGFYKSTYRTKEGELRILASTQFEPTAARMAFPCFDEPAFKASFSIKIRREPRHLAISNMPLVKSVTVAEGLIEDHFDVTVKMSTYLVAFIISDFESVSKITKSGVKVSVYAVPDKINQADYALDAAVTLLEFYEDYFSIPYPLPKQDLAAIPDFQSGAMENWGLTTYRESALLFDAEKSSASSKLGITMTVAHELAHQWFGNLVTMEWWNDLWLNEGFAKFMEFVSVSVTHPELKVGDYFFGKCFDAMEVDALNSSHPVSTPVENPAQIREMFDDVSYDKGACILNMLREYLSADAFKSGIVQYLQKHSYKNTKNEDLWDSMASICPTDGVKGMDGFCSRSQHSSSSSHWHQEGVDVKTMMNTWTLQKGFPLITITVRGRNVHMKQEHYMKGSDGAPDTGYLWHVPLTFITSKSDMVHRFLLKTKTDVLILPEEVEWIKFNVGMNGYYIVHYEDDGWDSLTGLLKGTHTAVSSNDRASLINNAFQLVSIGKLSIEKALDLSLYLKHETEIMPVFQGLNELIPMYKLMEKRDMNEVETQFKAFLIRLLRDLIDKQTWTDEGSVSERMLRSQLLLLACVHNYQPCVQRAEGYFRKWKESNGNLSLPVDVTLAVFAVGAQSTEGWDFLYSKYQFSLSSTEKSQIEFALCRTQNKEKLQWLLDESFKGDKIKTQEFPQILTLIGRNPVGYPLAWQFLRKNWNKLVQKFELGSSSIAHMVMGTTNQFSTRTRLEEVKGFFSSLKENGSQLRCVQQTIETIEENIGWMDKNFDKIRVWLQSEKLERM
RAD52 anneal inh – inhibitors of human RAD52 DNA annealing | P43351 | recombinant RAD52 DNA annealing, FRET fluorescence | inhibition, % at 18.7 µM | 360,000 compounds, 0.46% hits | AID 651710;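 active = every replicate showing at least 50% inhibition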
esBAF inh – inhibitors of esBAF chromatin remodeling in mouse ES cells; Bmi1-luciferase knock-in reporter, 24 h; 100% = twice the neutral-well signal; 350,000 compounds, 2% hits; reporter increase, % at 12.5 µM; AID 602393; in the data active = activation above about 40%;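 also: 0% = median of the plate's neutral control wells and 100% = double that signal; a rise in the Bmi1 reporter signal indicates esBAF inhibition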
ERp5 block – ERp5 (human) disulfide isomerase inhibition. Q15084. inhibition, % at 9.99 µM. 350,000 compounds, 0.05% hits. ERp5 insulin aggregation, absorbance 650 nm, 90 min;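 active = mean replicate inhibition above about 25%, with every replicate also reaching it, limit read from the data, passing the limit was not always enough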
* = called active by the depositor; . = no result given.

SMILES	XiGFP reactiv	E-selectin induc	S100A4 inh HTS	RAD54 inh	ERAP1 inh	RAD52 anneal inh	esBAF inh	ERp5 block
CN(c1cccc(F)c1)c1cc2c(c3c1ccn3C)C1CCC2O1 (centres undefined)	.	4.5	3	-1	0	-17	-6	-7
Cc1cccc(OCCCCN2CCNCC2)c1	0.0	.	-9	-11	0	-11	11	5
CC(C)(C)NC(=O)c1cc2c(ccc3ccccc32)oc1=O	0.2	.	-6	8	2	-9	23	-4
COc1ccc(C)cc1S(=O)(=O)N(C)CC(=O)NCc1ccccn1	0.0	.	-5	2	-3	-15	-4	2
O=c1ccc(OCCOc2ccccc2)nn1-c1ccccc1	0.1	.	-2	.	-4	-4	.	-1
O=[N+]([O-])c1ccc(CSc2nnc(SCc3ccc(Cl)cc3)s2)cc1	0.1	0.0	-3	7	0	-18	7	3
Cc1ccccc1CSc1nnc(Cn2c(=O)sc3ccccc32)n1C	0.2	0.6	-3	-3	.	-4	-7	2
C[C@@H]1CC=C[C@@H]2[C@H]1C(=O)N(Cc1ccccc1)[C@H]2c1cccc(Br)c1	0.0	0.4	-1	9	0	1	1	6
CCOc1cc(/C=C2/C(=O)ON=C2C)cc(Br)c1O	0.3	0.0	-6	7	1	-129	-4	-3
COc1ccc(NC(=O)N(C)C[C@@H]2Oc3ccc(NC(=O)CCCCCC(=O)Nc4ccccc4N)cc3CC(=O)N([C@H](C)CO)C[C@@H]2C)cc1	-1.1	14	2	-5	-2	-3	-1	-4
COc1ccccc1CNS(=O)(=O)c1ccc(-c2cc(C)no2)cc1	0.6	.	-2	-5	0	-12	-21	-5
C[C@H]1CN([C@@H](C)CO)C(=O)Cc2cc(NC(=O)CCCCCC(=O)Nc3ccccc3N)ccc2O[C@@H]1CN(C)C	0.0	-2.1	-80	-9	-1	9	2	-2
CC(C)NC(=O)C1CCN(C2CCN(C(=O)c3scc4c3CCCC4)CC2)CC1	0.0	-0.7	-9	.	0	-18	.	-25
CSc1ccc(/C=C(/NC(=O)c2ccco2)C(=O)NCc2ccco2)cc1	0.0	0.2	1	10	-1	-27	1	-8
COc1ccc(C)cc1S(=O)(=O)N1CCN(C(=O)c2ncoc2-c2cccc(C)c2)CC1	0.0	.	0	10	-1	-6	4	4
COc1ccccc1C(CNC(=O)c1ccc(S(=O)(=O)N2CCCCC2)cc1)N(C)C (centres undefined)	-0.2	.	0	6	2	-5	2	2
CNC(=S)NNC(=O)c1sc2cc(C(F)(F)F)cnc2c1-c1ccccn1	0.0	.	4	.	4	-20	.	8
COc1ccc(S(=O)(=O)N(C)C[C@H]2OCCCC[C@@H](C)Oc3ccc(NS(=O)(=O)c4ccc(Cl)cc4)cc3C(=O)N([C@H](C)CO)C[C@H]2C)cc1	0.4	0.1	-31	.	2	10	.	4
CNC(=O)c1csc(-c2cccs2)n1	0.2	1.1	1	.	8	-15	.	-2
O=c1[nH]c(C2CCCN(S(=O)(=O)Cc3ccccc3)C2)nc2c1nnn2Cc1cccc(Cl)c1 (centres undefined)	0.0	.	-13	8	-1	-1	-4	0
O=c1ccc(/C=C/c2ccccc2)nn1Cc1ccc(F)cc1	0.1	.	10	.	-1	-2	.	1
CNC(=O)C[C@H]1CC[C@H]2[C@H](COc3ccc(NC(=O)Nc4ccc(F)cc4)cc3C(=O)N2C)O1	0.3	0.0	4	1	-3	12	3	-1
CCCNC(=O)[C@H]1[C@H](CO)[C@H]2Cn3c(ccc(-c4ccccc4)c3=O)[C@H]2N1C(=O)c1ccccc1F	0.7	-0.4	-14	6	-1	-3	-5	2
COc1ccc(NC(=O)CSc2ncn(-c3ccccc3)n2)cc1Cl	.	.	-7	5	-6	-8	-4	-3
COc1ccc(Cl)cc1NC(=S)N(CCN1CCOCC1)C1CCN(C(C)=O)CC1	0.1	-0.3	0	0	.	0	0	2

Other compounds follow.
SMILES	XiGFP reactiv	E-selectin induc	S100A4 inh HTS	RAD54 inh	ERAP1 inh	RAD52 anneal inh	esBAF inh	ERp5 block
COc1ccccc1N(CC(=O)N/N=C(\C)c1ccc(F)cc1)S(=O)(=O)c1ccccc1	0.0	0.3	-1	5	2	-1	8	5
O=C(O)CCC(=O)Nc1cccc(C(=O)c2ccccc2)c1	2.6	2.1	-2	-8	1	-12	3	4
Clc1ccc(N=NN2CCOCC2)cc1	-0.1	.	11	6	.	7	34	2
CN(C(=O)c1cccc(NC(=O)Cc2cccc(NC(=O)C3CCCN(C(=O)C4CCC4)C3)c2)c1)C1CCC1 (centres undefined)	-0.2	.	-1	-18	2	-4	0	-2
CCOC(=O)CNC(=O)N1CCCC(CNS(=O)(=O)Cc2ccccc2)C1 (centres undefined)	0.3	.	6	1	-1	0	-1	6
CC1CCCC(NC(=O)CN(C)CC(=O)Nc2cccc(F)c2)C1C (centres undefined)	1.1	1.6	-3	-10	-1	-8	2	3
COC(=O)C(Cc1ccccc1)NC(=O)CC(C)CC(=O)Nc1ccc(C)cc1 (centres undefined)	0.4	.	17	-5	1	-8	-1	2
COCCn1c(SCC(=O)Nc2ccccc2OC)nnc1-c1ccco1	0.0	0.0	3	4	4	3	0	5
COc1ccc(-c2nc(NC(C)=O)sc2-c2ccc(OC)cc2)cc1	0.1	-0.1	-5	-3	1	6	9	0
CCOc1ccc(C(=O)NC2CCN(CC(=O)NCc3cccs3)CC2)cc1	0.1	2.3	-3	.	2	-8	.	5
Cc1noc(C)c1NC(=O)N[C@@H]1CC[C@@H](CC(=O)Nc2ccc(-c3ccccc3)cc2)O[C@H]1CO	-0.1	0.0	7	1	4	-10	-2	2
COc1cccc(-c2ccc([C@@H]3[C@@H](CO)N4CCCCN(CC5CCOCC5)C[C@@H]34)cc2)c1	.	.	-17	6	-3	47	.	2
Cc1noc(C)c1NC(=O)Nc1ccc2c(c1)C(=O)N([C@@H](C)CO)C[C@@H](C)[C@H](CN(C)C(=O)C1CCCCC1)OCCCC[C@@H](C)O2	0.1	0.2	-2	-1	-1	8	4	5
COc1cccc(C#Cc2cnc3c(c2)C(=O)N([C@H](C)CO)C[C@H](C)[C@@H](CN(C)C(=O)C2CCCCC2)O3)c1	0.0	0.1	25	-14	-1	-5	-4	-2
CC(C)NC(=O)N1CCCCN2[C@H](C1)[C@@H](c1ccc(C#Cc3ccccc3)cc1)[C@@H]2CO	0.3	0.1	7	2	13	-9	.	-8
CCCCNC(=O)CCCCCNS(=O)(=O)c1ccc(Br)cc1	0.1	-0.6	-3	.	0	-7	.	8
O=C(Nc1ccc2c(c1)[C@@H]1C[C@H](CC(=O)N3CCc4ccccc4C3)O[C@@H](CO)[C@@H]1O2)Nc1ccccc1F	0.0	-0.2	4	-6	2	19	-2	1
Cc1ccc(N(C(=O)c2csnn2)C(C(=O)NC2CCCC2)c2cccnc2)cc1 (centres undefined)	-0.1	.	3	1	-3	-3	-1	-6
O=C(O)c1cccc2c1C(=O)N(C1CCCC1)C2	0.0	0.3	7	4	-4	-20	1	2
COc1ccc(/C=C(\C#N)c2c[nH]c3ccccc23)cc1	1.0	1.5	-3	2	-2	-64	21	0
COc1ccccc1CNC(=O)C1CCCN(S(=O)(=O)c2cccc3nsnc23)C1 (centres undefined)	-0.1	.	4	-7	-2	-38	-1	0
Cc1ccc(S(=O)(=O)Nc2ccc3c(c2)C(=O)N([C@H](C)CO)C[C@H](C)[C@H](CN(C)C(=O)Nc2ccc(C(F)(F)F)cc2)OCCCC[C@H](C)O3)cc1	0.3	-0.1	1	9	5	-29	0	-5
Cc1ccc(N(CCC#N)C(=O)COC(=O)c2nc3nc(C)cc(C)n3n2)cc1	-0.1	-0.1	3	1	-3	-7	0	-4
CC1Cc2ccccc2N1C(=O)COC(=O)c1cccnc1Cl (centres undefined)	.	.	-3	-3	2	-6	6	2
O=C(COc1ccc(F)cc1Cl)Nc1ccc(S(=O)(=O)Nc2nccs2)cc1	0.0	-0.3	4	0	1	-23	26	-10

Looked up above.
Result for CCOc1cc(/C=C2/C(=O)ON=C2C)cc(Br)c1O under E-selectin induc: 0.0
Result for O=c1ccc(OCCOc2ccccc2)nn1-c1ccccc1 under S100A4 inh HTS: -2

(continued)
SMILES	XiGFP reactiv	E-selectin induc	S100A4 inh HTS	RAD54 inh	ERAP1 inh	RAD52 anneal inh	esBAF inh	ERp5 block
O=C(CCN1CCCCC1)NCC[C@H]1CC[C@H](NC(=O)Cc2cccnc2)[C@H](CO)O1	-0.1	0.2	2	-18	-2	38	-1	0
CCC(=O)N1C[C@@H](C)[C@@H](OC)CN(C)C(=O)c2ccc(NC(=O)Nc3ccccc3)cc2OC[C@H]1C	0.3	-0.3	-52	-1	-2	16	0	4
C(=C\c1ccccc1)/CNCC1CCCO1 (centres undefined)	-0.1	1.7	-1	-2	0	1	0	0
CN1C(=O)c2cc(NC(=O)c3cnccn3)ccc2OC[C@H]2O[C@@H](CC(=O)Nc3cc(F)ccc3F)CC[C@@H]21	0.0	0.0	-13	.	0	-7	.	3
Cc1ccc(C(=O)N(CC(C)C)c2nc3ccccc3s2)o1	0.0	1.1	-1	6	-1	-10	6	-1
N#Cc1ccc(-c2ccc3c(c2)[C@H]2[C@H](CCN2C(=O)C2CCC2)[C@@H](CO)N3)cc1	-0.1	0.2	0	.	0	0	.	9
Cc1c(NC(=O)/C=C/c2ccc(S(=O)(=O)N3CCOCC3)cc2)c(=O)n(-c2ccccc2)n1C	0.0	-0.1	-1	.	4	-3	.	-2
C[C@]12c3[nH]c4cc(-c5ccco5)ccc4c3CCN1C(=O)[C@@H](CC(=O)NCCN1CCOCC1)C[C@@H]2C(=O)N1CCCCC1	-0.1	0.0	54	1	-1	-1	3	1
CCOc1ccc2[nH]c3c(NCCN(CC)CC)ncnc3c2c1	0.0	0.5	2	35	6	47	0	-1
CN(Cc1ccc(F)cc1)C(=O)CCc1nnc(-c2ccccc2)o1	-0.1	0.1	-4	.	0	-5	.	-6
CCC(CC)C(=O)N(C)c1c(C)nc2c(OCc3cc(Cl)cc(Cl)c3)cccn12	0.0	-2.6	0	2	-7	-11	6	3
CCCNC(=O)N1CC2(C1)[C@H](c1ccccc1)[C@@H](CO)N2C(=O)C1CCCC1	0.2	-0.1	6	.	1	-6	.	5
COc1ccc(C2CC(c3cccs3)=NN2C(=O)CCCC(=O)O)cc1OC (centres undefined)	0.1	-0.1	-2	4	3	-9	-10	2
CC(C)NC(=O)NCC[C@H]1CC[C@@H](NC(=O)CCN2CCCCC2)[C@@H](CO)O1	-0.2	-0.2	8	3	-2	-4	-3	0
COc1cc(/C=N/N2CCN(Cc3ccccc3)CC2)cc(OC)c1OC	0.2	-0.2	-4	-13	0	-29	1	8
CCC(=O)N(C)C[C@@H]1Oc2cc(-c3cccc(F)c3)ccc2S(=O)(=O)N([C@H](C)CO)C[C@@H]1C	0.2	-0.1	8	-6	1	5	-2	-4
CC[C@]12C(=O)N(C)C[C@H]([C@@H]3C(=O)N(Cc4ccccc4)C(=O)[C@@H]31)N2C(=O)c1ccccc1	0.1	-0.1	0	-1	-5	-17	-3	4

2 of the compounds above, field by field:
COc1ccccc1C(CNC(=O)c1ccc(S(=O)(=O)N2CCCCC2)cc1)N(C)C (centres undefined)
- XiGFP reactiv: -0.2
- E-selectin induc: .
- S100A4 inh HTS: 0
- RAD54 inh: 6
- ERAP1 inh: 2
- RAD52 anneal inh: -5
- esBAF inh: 2
- ERp5 block: 2
CNC(=S)NNC(=O)c1sc2cc(C(F)(F)F)cnc2c1-c1ccccn1
- XiGFP reactiv: 0.0
- E-selectin induc: .
- S100A4 inh HTS: 4
- RAD54 inh: .
- ERAP1 inh: 4
- RAD52 anneal inh: -20
- esBAF inh: .
- ERp5 block: 8
